High-throughput results: PubChem BioAssay, several laboratories
NR2E3 ag-1 = NR2E3 (human) agonism | Q9Y5X4 | GST-NR2E3/biotin-RetCOR TR-FRET, 1536-well | inhibition of corepressor binding, % at 4.78 µM | 0.12% of 320,000 active | AID 2300;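 active means percent inhibition above the cutoff of mean plus 3 SD of all tested compounds, set per screening campaign, cut at about 20% in these data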;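 further: 0% = DMSO wells and 100% = biotin wells as full block of FRET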
Target sequence (Q9Y5X4 whole entry, looked up): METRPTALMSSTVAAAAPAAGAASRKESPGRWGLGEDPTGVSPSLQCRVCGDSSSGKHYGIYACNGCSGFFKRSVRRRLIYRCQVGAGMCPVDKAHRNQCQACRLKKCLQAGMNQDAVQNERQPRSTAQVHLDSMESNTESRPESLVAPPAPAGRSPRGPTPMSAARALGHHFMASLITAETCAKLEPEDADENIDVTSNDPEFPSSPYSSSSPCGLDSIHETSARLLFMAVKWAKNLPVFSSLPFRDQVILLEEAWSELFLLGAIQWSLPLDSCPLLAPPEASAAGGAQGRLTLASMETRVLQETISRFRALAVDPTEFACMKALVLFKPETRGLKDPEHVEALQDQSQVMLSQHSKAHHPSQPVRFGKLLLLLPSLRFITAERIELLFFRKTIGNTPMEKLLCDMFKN
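Test system – NR2E3–RetCOR corepressor complex · Quantity – NR2E3 fusion 1.35 nM · Buffer or medium – Tris pH 7.5 · Incubation – Compound–protein incubation for 5 h at 4 °C · Technique – TR-FRET, Eu(K)-anti-GST donor, streptavidin-D2 acceptor, ex 340, em 617/671 nm · Evaluation – percent inhibition of 671/617 nm emission ratio versus biotin and DMSO controls · Plate – 1536-well format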
Peg3 promoter = Peg3 promoter activity inhibition; HeLa PEG-Prom luciferase reporter, luminescence, overnight; 1.7% of 360,000 active; inhibition, % at 20 µM;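 active means inhibition of at least 50% at 20 µM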
CaV13 ICDI inh = Disruptors of the CACNA1D IQ motif to Ca2+-dependent inactivation inhibitor domain association, primary screening, Förster resonance energy transfer in intact living …. 0.098% of 340,000 active. inhibition, % at 12.3 µM. HEK cells, CFP/YFP FRET ICDI-IQ, plate reader, 10 min; percent FRET-ratio fall versus neutral wells. AID 743397;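 active means mean replicate inhibition of at least 30% and at least 1% of replicates passing that level; inconclusive means only one of the two criteria is met; inactive means neither criterion is met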;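 further: 0% = median of the neutral control wells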
Vif inh = inhibitors of HIV Vif. HEK293T cells, Vif self-association by quenched fluorescence, imaging, 24 h. inhibition, % at 7.49 µM. 0.35% of 340,000 active; in the data active means inhibition above about 50%, passing the limit was not always enough; inconclusive means no clear call, values can overlap the other calls; inactive means below about 31%; further: some results filed as inactive read as strong as hits
MITF TRPM1 inh = reduces MITF-dependent TRPM1 promoter luciferase signal. SK-MEL-5 TRPM1 promoter luciferase, 24 h. 0.83% of 330,000 active. inhibition, % at 12.5 µM;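 active means mean inhibition across replicates of 60% or more, whatever share of single replicates reaches that level; inconclusive means some that reach 60%, reason not given; inactive means mean inhibition across replicates below 60%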; further: values of inactives mirror those of a sister screen read the other way
NR2E3 ag-2 = activates human NR2E3 receptor | Q9Y5X4 | CHO-S Gal4-NCOR/VP16-NR2E3 two-hybrid, luciferase | inhibition of corepressor binding, % at 3.98 µM | 0.35% of 360,000 active | AID 602229;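 active means inhibition above the mean of all tested compounds plus 3 SD, cut at about 70% in these data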;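 further: 0% = DMSO with NR2E3 transfected cells and 100% = cells lacking NR2E3 construct; higher means lower luciferase signal from less NR2E3 corepressor binding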
Shn3 inh set2 = reduces Shn3 3'UTR luciferase signal in osteoblasts. Clone20 osteoblast Shn3 3'UTR firefly luciferase, 24 h. inhibition, % at 12.5 µM. 0.52% of 360,000 active. AID 588674;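 active means mean inhibition of at least 75% with every replicate also reaching 75%; inconclusive means mean inhibition at least 75% but some replicate below; inactive means mean inhibition below 75%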;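 further: 0% = median of neutral control wells and 100% = pilot-screen positive control compound; some compounds past the cut are filed as inactive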
HIF-2a block = HIF-2a inhibition; AID 624352; inhibition, % at 18.8 µM; 0.72% of 360,000 active; 786-0 RCC cells HIF-2a reporter, luciferase luminescence, overnight;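 active means inhibition of the luminescence signal of 40% or more relative to plate controls, in a single-dose primary screen at 18.75 µM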
KKLEB tox = CF airway cell cytotoxicity counter-screen; KKLEB CF airway cells viability, ATPlite luminescence, overnight; stronger effect = lower value; cells stimulated with P. aeruginosa culture filtrate; activity change (cytotoxicity), % at 5 µM; 0.36% of 360,000 active;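 active means corrected activity change at or below -50% at 5 µM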
CF NFkB block = inhibitors of cystic fibrosis induced NF-kB; KKLEB NF-kB-GFP reporter, PAF-induced, GFP fluorescence overnight; inhibition, % at 5 µM; 0.86% of 360,000 active; AID 588850;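 active means at least 50% inhibition at 5 µM, scaled per plate between neutral and stimulator controls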;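 further: PAF is a Pseudomonas aeruginosa culture filtrate used as stimulus; plate controls were PAF-stimulated DMSO wells for no effect and unstimulated DMSO wells for full effect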
PDI inh = PDI (human) enzyme inhibition; AID 588391; inhibition, % at 10 µM; 0.052% of 350,000 active; P07237; PDI insulin aggregation turbidity, A650, 90 min;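 active means mean inhibition across replicates of 30% or more, whatever share of single replicates reach that level; inconclusive means mean inhibition below 30% while every single replicate reaches 30%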;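 further: absorbance from insulin aggregation driven by PDI reduction with DTT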
Target sequence (P07237 whole entry, looked up): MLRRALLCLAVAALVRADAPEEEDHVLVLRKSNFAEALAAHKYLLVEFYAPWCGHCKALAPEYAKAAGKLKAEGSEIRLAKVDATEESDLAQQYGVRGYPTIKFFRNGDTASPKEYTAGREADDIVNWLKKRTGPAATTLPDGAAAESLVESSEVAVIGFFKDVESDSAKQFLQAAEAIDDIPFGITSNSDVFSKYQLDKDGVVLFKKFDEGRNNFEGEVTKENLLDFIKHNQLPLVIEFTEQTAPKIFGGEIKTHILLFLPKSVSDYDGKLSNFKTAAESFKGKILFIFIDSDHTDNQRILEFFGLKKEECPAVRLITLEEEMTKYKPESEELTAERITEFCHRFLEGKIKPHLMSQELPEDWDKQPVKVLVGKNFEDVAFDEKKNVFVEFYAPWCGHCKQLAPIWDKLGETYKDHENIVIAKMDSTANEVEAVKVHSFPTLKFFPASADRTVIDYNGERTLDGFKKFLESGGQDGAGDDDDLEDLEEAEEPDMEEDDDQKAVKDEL
Active calls of the source: *; ? = inconclusive; · = no result given.

SMILES	NR2E3 ag-1	Peg3 promoter	CaV13 ICDI inh	Vif inh	MITF TRPM1 inh	NR2E3 ag-2	Shn3 inh set2	HIF-2a block	KKLEB tox	CF NFkB block	PDI inh
COC(=O)c1c(NC(=O)C2COc3ccccc3O2)sc2c1CCN(C(C)=O)C2 (configuration not stated)	-3	-2	-5	0	-1	-23	-5	-12	-15	-15	-4
CC(C)OC(=O)CSc1nnc(Cc2ccccc2)n1C	4	3	-8	-8	13	8	9	-12	0	-4	0
COc1ccc(OC)c(NC(=O)CN(Cc2ccc(F)cc2)C2CCCCC2)c1	-1	41	-3	-7	21	40	84	26	5	3	0
CCCc1ccc(S(=O)(=O)N2CCN(Cc3ccco3)CC2)cc1	3	10	-5	-12	11	15	-14	11	10	-8	-7
S=C(Nc1ccccc1Cl)N1CCCC(c2ccccc2)=N1	1	4	-5	4	-11	-24	·	-10	-22	25	0
N#Cc1cnc(Nc2ccc(F)cc2)nc1N	0	-35	-2	29	-10	-15	-36	-108	3	6	-8
COc1ccc(S(=O)(=O)N2CCN(Cc3cc(OC)c(OC)c(OC)c3)CC2)cc1	·	16	-3	-2	-5	-29	-16	17	4	-2	-3
COC(=O)C(C)Oc1ccc(Cl)c(CN2OCC(C)(C)C2=O)c1 (configuration not stated)	0	5	-5	6	6	6	-5	8	4	0	-9
CS(=O)(=O)Nc1cccc(C2=NN(C(=O)c3ccco3)C(c3ccco3)C2)c1 (configuration not stated)	0	21	·	1	25	-26	-8	8	-8	14	-2
CCOC(=O)[C@@H](NC(=O)/C=C/[C@H]1O[C@@H](n2ccc(=O)[nH]c2=O)[C@H](O)[C@@H]1O)C(C)C	·	-3	-3	-8	·	9	-8	9	-20	0	·
O=C(Nc1cccc(Cl)c1)C1CCCCC1	-2	-16	-5	0	-3	-13	-16	-38	-5	-4	-3
COCc1cc(=O)[nH]c(/N=C(\N)Nc2ccc(Cl)c(Cl)c2)n1	3	27	-3	-4	5	-40	-102	11	6	1	-4
Cc1cc(N/C=C(\C#N)S(=O)(=O)c2ccccc2Cl)nc(C)n1	3	-3	-5	?	-1	-5	-11	10	6	0	11
Cc1nc(COC(=O)c2ccc(CO)cc2)cs1	-1	-26	-4	-2	-12	-11	-5	-10	-2	-2	10
CCOC(=O)c1cnn(-c2nc(OC)cc(OC)n2)c1C(F)(F)F	-1	8	-2	-14	11	1	5	7	-1	1	-4
O=c1[nH]c2c(cnn2-c2ccc(Cl)cc2)c(=O)n1-c1cccc(Cl)c1	-2	6	-4	1	-5	-14	-10	-8	-4	4	9
CC(NC(=O)CSc1ncccc1C(=O)O)C1CC2CCC1C2 (configuration not stated)	1	14	15	-1	-3	-11	-13	20	-25	20	-3
NC(=O)c1ccc(Nc2nc(C(N)c3ccccc3Cl)cs2)cc1 (configuration not stated)	·	29	-7	-1	·	10	3	26	-4	-4	11
CC(C)(C(=O)Nc1nccs1)c1ccccc1	0	15	-6	1	15	-39	-2	12	12	0	0
Cc1cc(C)cc(OCc2nnc(SCC(=O)c3ccccc3)o2)c1	2	-4	-6	-4	7	-35	-7	5	-3	2	7
Cc1nn(C)c(C)c1CCC(=O)N1CCCC(C(=O)c2cccc(OC(C)C)c2)C1 (configuration not stated)	1	-23	-2	1	3	-4	5	-49	-2	18	-9
Cc1cc(C)nc(SCCCNCc2ccc(Br)cc2)n1	-5	-2	-5	-7	1	-27	26	12	-7	12	-1
O=C(CN1CCN(c2ccccc2O)CC1)Nc1ccc2c(c1)CCC2	3	-4	-6	1	-5	-13	-5	3	-2	-4	-1
O=C(CSc1c[nH]c2ccccc12)NCC1CCCO1 (configuration not stated)	1	4	-9	-3	9	-30	-23	13	13	-15	·
CCc1ccc(NC(=O)c2ccc(F)c(S(=O)(=O)N(CC)c3ccccc3)c2)cc1	4	-1	-2	-13	13	23	30	6	5	-10	-2
CCCC(=O)N1CCCC1(C)C(=O)Nc1ccc(C)c(C)c1 (configuration not stated)	·	-8	-5	4	·	-10	-3	10	-5	-18	-5
CN(CC(=O)Nc1ccccc1C(F)(F)F)C(=O)C1=COCCO1	0	-13	-7	-7	-4	17	5	-4	7	15	-5
Cn1c(=O)[nH]c(=O)c2c1nc(Br)n2CC(O)COc1ccccc1 (configuration not stated)	2	7	-7	5	12	-1	11	8	10	14	-2
O=C(/C=C/c1ccc(F)cc1)N1CCc2ccccc2C1	3	-239	-3	-6	-51	-57	-32	-260	-10	-7	-15
CCCCOc1ccccc1C1NC(=O)NC(C)=C1C(=O)OCCOC (configuration not stated)	3	10	-7	-1	5	-14	9	-3	-4	16	-4
CCS(=O)(=O)N1Cc2ccccc2CC1C(=O)N1CCN(c2ccccc2)CC1 (configuration not stated)	1	13	-9	0	-2	3	-12	8	15	-4	4
N=c1oc2cc(O)ccc2cc1C(=O)Nc1ccc(F)cc1	1	-190	13	-7	-28	-107	-15	-204	5	-1	-3
CCOCc1nnc(NC(=O)CS(=O)(=O)c2ccc(C)cc2)s1	1	18	-5	16	-5	6	-4	5	1	-9	-4
COc1ccc(Br)cc1CNC(=O)CCCc1cn(C)c2ccccc12	-2	15	-6	-15	·	-3	9	4	11	0	2
COc1ccc([N+](=O)[O-])cc1C(=O)C(=O)c1ccccc1	4	6	-4	-5	1	-1	1	24	-4	0	0
O=C(CCCc1ccccc1)NCCC1=CCCCC1	-3	-121	-5	7	-47	-97	-66	-159	3	1	3
CCC(C)NC(=O)c1ccc2nc(Cc3ccc(OC)cc3)oc2c1 (configuration not stated)	0	-9	-19	1	-10	-19	-13	-64	-6	-13	-4
CC(C)n1c(SCC(=O)N2CCN(C)CC2)nc2c1c(=O)n(C)c(=O)n2C	2	7	-2	32	3	-2	15	4	-4	-2	-1
Cc1cc(C(=O)NNc2ccc(F)cc2F)no1	1	-3	-3	10	-5	15	4	15	4	-10	-2
CNC(=O)C(=O)NCC1OCCCN1S(=O)(=O)c1ccc(F)cc1C (configuration not stated)	2	9	-9	3	4	-21	-20	8	-4	19	4

Arranged by length of the SMILES (highest first): three of the compounds above
SMILES	NR2E3 ag-1	Peg3 promoter	CaV13 ICDI inh	Vif inh	MITF TRPM1 inh	NR2E3 ag-2	Shn3 inh set2	HIF-2a block	KKLEB tox	CF NFkB block	PDI inh
CC(C)n1c(SCC(=O)N2CCN(C)CC2)nc2c1c(=O)n(C)c(=O)n2C	2	7	-2	32	3	-2	15	4	-4	-2	-1
CNC(=O)C(=O)NCC1OCCCN1S(=O)(=O)c1ccc(F)cc1C (configuration not stated)	2	9	-9	3	4	-21	-20	8	-4	19	4
CCC(C)NC(=O)c1ccc2nc(Cc3ccc(OC)cc3)oc2c1 (configuration not stated)	0	-9	-19	1	-10	-19	-13	-64	-6	-13	-4

Molecules above that have a Cl atom (7):
SMILES	NR2E3 ag-1	Peg3 promoter	CaV13 ICDI inh	Vif inh	MITF TRPM1 inh	NR2E3 ag-2	Shn3 inh set2	HIF-2a block	KKLEB tox	CF NFkB block	PDI inh
S=C(Nc1ccccc1Cl)N1CCCC(c2ccccc2)=N1	1	4	-5	4	-11	-24	·	-10	-22	25	0
COC(=O)C(C)Oc1ccc(Cl)c(CN2OCC(C)(C)C2=O)c1 (configuration not stated)	0	5	-5	6	6	6	-5	8	4	0	-9
O=C(Nc1cccc(Cl)c1)C1CCCCC1	-2	-16	-5	0	-3	-13	-16	-38	-5	-4	-3
COCc1cc(=O)[nH]c(/N=C(\N)Nc2ccc(Cl)c(Cl)c2)n1	3	27	-3	-4	5	-40	-102	11	6	1	-4
Cc1cc(N/C=C(\C#N)S(=O)(=O)c2ccccc2Cl)nc(C)n1	3	-3	-5	?	-1	-5	-11	10	6	0	11
O=c1[nH]c2c(cnn2-c2ccc(Cl)cc2)c(=O)n1-c1cccc(Cl)c1	-2	6	-4	1	-5	-14	-10	-8	-4	4	9
NC(=O)c1ccc(Nc2nc(C(N)c3ccccc3Cl)cs2)cc1 (configuration not stated)	·	29	-7	-1	·	10	3	26	-4	-4	11

New compounds follow
SMILES	NR2E3 ag-1	Peg3 promoter	CaV13 ICDI inh	Vif inh	MITF TRPM1 inh	NR2E3 ag-2	Shn3 inh set2	HIF-2a block	KKLEB tox	CF NFkB block	PDI inh
Cc1cc(C(=O)NNC(=O)c2cccc(N(C)C)c2)c(C)o1	1	-3	-12	-5	6	-6	-8	8	16	0	-7
CS(=O)(=O)c1ccc(-c2nnn(CC(N)=O)n2)cc1	2	-4	0	-4	-8	-17	4	9	-4	5	8
S=C(NCc1ccncc1)Nc1ccc(Cl)cc1Cl	-1	7	-3	0	2	-8	9	10	-9	21	-6
COc1cc(/C=C2\SC(=Nc3ccccc3)N(CCc3c[nH]c4ccccc34)C2=O)ccc1OC(C)C(=O)O (configuration not stated)	3	3	-10	5	6	-4	-24	1	-17	-36	-13
Cn1c(NCC2CCCCC2)nc2cc(-c3ccsc3)sc2c1=O	·	14	-14	15	·	10	-8	-2	1	-21	-3
CCc1nc2ccc(C(=O)N(C)Cc3ccco3)cn2c1N(CC)Cc1cccc(Br)c1	·	21	-7	11	·	14	13	3	-16	-9	-3
COc1cccc2[nH]c3c(N4CCCC(C)C4)ncnc3c12 (configuration not stated)	-10	-108	-7	1	-47	-75	-17	-202	-8	-44	1
O=C(O)/C=C\C(=O)Nc1ccccc1F	1	-5	-4	-6	21	-1	14	22	20	7	12
Cc1csc(SCCN2C(=O)c3ccccc3C2=O)n1	3	-149	-5	17	-71	-108	-47	-179	-3	8	4
Cn1c(SCc2ccc(C#N)cc2)nnc1-c1ccncc1	0	-1	-2	-15	8	-36	21	3	7	1	3
CN(C)C(=O)c1ccc(NC(=O)CSc2nc3ccccc3[nH]2)cc1	-3	11	-3	-2	5	-18	11	4	4	13	1
CCOc1ccc2c(c1)c1nnc(SCC(=O)N3CCC(C)CC3)nc1n2C	·	-3	·	-11	-3	2	-18	-23	0	-8	-4
CCc1ccc(N2C(=O)C(Cl)=C(Nc3ccc(C(=O)N4CCCC4)cc3)C2=O)cc1	2	35	·	0	-24	-13	23	16	-35	19	0
